Screens from PubChem BioAssay.
mIAP activ – mouse IAP activation | hit rate 0.24% among 330,000 | activation factor at 10 µM | muIAP, CDP-Star luminescence, 30 min; active compounds read high; 1 = vehicle-only enzyme signal, 0 = enzyme-free wells;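 active means activation factor of at least 2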; further: the source names both 10 and 20 µM as test concentration; values of inactives mirror those of a sister screen read the other way
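Assay system: mouse IAP enzyme; Reagent: CDP-Star chemiluminescent phosphatase substrate; Compound: DMSO-dissolved test compounds; Incubation: 30 min, room temperature; Technique: luminescence from enzymatic CDP-Star hydrolysis; Controls: DMSO-only wells and no-enzyme negative control.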
HKDC1 inh – HKDC1 (human) hexokinase inhibition; recombinant HKDC1, G6PDH/diaphorase resazurin coupled fluorescence; hit rate 0.16% among 340,000; inhibition, % at 20 µM; Q2TB90;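 active means inhibition above about 35% when tested at 20 µM, limit read from the data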;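 further: plate controls were DMSO wells with enzyme for no effect and DMSO wells lacking enzyme for full effect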
Target sequence (Q2TB90 whole entry, looked up): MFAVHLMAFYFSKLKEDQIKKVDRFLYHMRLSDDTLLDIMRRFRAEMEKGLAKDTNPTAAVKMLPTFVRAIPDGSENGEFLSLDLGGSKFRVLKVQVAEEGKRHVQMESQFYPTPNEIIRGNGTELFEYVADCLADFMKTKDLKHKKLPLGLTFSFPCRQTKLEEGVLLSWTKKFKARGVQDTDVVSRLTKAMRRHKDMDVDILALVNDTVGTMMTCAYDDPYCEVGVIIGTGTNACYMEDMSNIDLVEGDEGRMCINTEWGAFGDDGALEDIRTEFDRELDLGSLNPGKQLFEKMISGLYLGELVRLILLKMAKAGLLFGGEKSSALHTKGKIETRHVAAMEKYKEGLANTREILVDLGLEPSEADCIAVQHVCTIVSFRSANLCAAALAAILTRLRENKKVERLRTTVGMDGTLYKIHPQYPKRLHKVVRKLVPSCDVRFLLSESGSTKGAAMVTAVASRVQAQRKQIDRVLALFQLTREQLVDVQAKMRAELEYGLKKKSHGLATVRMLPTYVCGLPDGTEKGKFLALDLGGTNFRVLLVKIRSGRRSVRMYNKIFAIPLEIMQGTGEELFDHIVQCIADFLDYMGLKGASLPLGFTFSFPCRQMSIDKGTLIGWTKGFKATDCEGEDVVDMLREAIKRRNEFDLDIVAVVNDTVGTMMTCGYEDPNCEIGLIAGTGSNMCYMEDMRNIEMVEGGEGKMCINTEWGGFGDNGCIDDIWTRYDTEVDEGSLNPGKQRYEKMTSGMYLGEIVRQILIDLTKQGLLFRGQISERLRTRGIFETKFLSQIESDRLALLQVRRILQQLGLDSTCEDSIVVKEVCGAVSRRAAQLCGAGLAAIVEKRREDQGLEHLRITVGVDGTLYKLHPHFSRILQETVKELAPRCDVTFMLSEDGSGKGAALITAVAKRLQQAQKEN
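Assay system: in-house recombinant HK5 (HKDC1) enzyme. Input: HKDC1 at 5 µg/mL. Medium: Tris pH 8.0 buffer with MgCl2, Tween-20, BSA, BME. Dosing: single 20 µM dose. Schedule: 90 min reaction incubation at room temperature, dark. Signal: resazurin-to-resorufin fluorescence via G6PDH and diaphorase coupling, 525/613 nm. Controls: DMSO-enzyme wells negative, buffer-substituted wells positive.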
hIAP act – human IAP activation; P09923; purified human IAP, CDP-Star luminescence, 30 min; active compounds read high; 1 = vehicle-only enzyme, 0 = enzyme-free background; activation factor at 10 µM; hit rate 0.16% among 330,000;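 active means activation factor of the enzyme at least 2-fold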; further: the source names both 10 and 20 µM as test concentration; values of inactives mirror those of a sister screen read the other way
hIAP inh – blocks human intestinal alkaline phosphatase; inhibition, % at 10 µM; purified IAP, CDP-Star luminescence, 30 min; hit rate 0.12% among 330,000; P09923;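 active means inhibition reaching a set limit with compound at 10 µM in the primary screen, cut at about 35% in these data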;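 further: plate controls were DMSO wells with enzyme for no effect and no-enzyme buffer wells for full effect; values of inactives mirror those of a sister screen read the other way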
PfGluPho inh – PfG6PD (Plasmodium falciparum) enzyme inhibition; PfGluPho enzyme, NADPH resazurin-diaphorase fluorescence; inhibition, % at 20 µM; hit rate 0.78% among 350,000; AID 504690;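 active means inhibition reaching at least a set limit at 20 µM in the primary screen, cut at about 59% in these data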;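 further: 0% = DMSO wells with substrate and 100% = DMSO wells lacking glucose-6-phosphate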
APOBEC3A inh – blocks human APOBEC3A ssDNA deamination. recombinant A3A, FAM/TAMRA ssDNA deamination fluorescence. inhibition, % at 20 µM. hit rate 0.41% among 330,000. AID 493011;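 active means at least 40% inhibition at 20 µM here, with at most 30% in a related deaminase screen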;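 further: plate controls were A3A with DMSO for no effect and wells lacking A3A enzyme for full effect; some results filed as inactive read as strong as hits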
Target sequence (P31941 whole entry, looked up): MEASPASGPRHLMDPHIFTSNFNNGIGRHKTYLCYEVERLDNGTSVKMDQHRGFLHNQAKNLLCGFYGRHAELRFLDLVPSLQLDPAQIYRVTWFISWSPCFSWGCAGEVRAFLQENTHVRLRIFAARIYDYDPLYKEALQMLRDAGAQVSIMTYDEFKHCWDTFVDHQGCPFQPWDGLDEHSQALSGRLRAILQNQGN
mIAP block – blocks mouse intestinal alkaline phosphatase. purified mouse IAP, CDP-Star luminescence, 30 min. inhibition, % at 10 µM. hit rate 0.2% among 330,000. AID 2806;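 active means inhibition of at least 40% at 10 µM in the primary screen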;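 further: plate controls were DMSO with enzyme for no effect and no enzyme wells for full effect; values of inactives mirror those of a sister screen read the other way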
ATG4B inh – ATG4B (human) cysteine protease inhibition | inhibition, % at 8.33 µM | AID 504462 | ATG4B cleavage of LC3-PLA2, NBD-HPC fluorescence, 1 h | Q9Y4P1 | hit rate 0.51% among 340,000; in the data active means inhibition above about 40%
The depositor's hits bear a star; x = no result given.

Screens in order: HKDC1 inh, PfGluPho inh, ATG4B inh, mIAP block, mIAP activ, APOBEC3A inh, hIAP act, hIAP inh
> CC1CCCN(CCOc2ccc(Br)cc2)C1 (stereo not given)
    -15.4, 4.2, -1.1, -0.2, 1, 2.1, 0.94, 6.0
> CC(C)(C)NC(=O)CSc1nnc(-c2c[nH]c3ccccc23)o1
    -1.2, 6.4, -9.6, -9.8, 1.1, 1.1, 0.983, 1.7
> Cc1ccc(C)c(N2CCN(c3nnnn3-c3ccccc3)CC2)c1
    -2.6, -7.0, -5.0, 3.7, 0.963, 3.2, 1.09, -8.9
> CCNC(=O)CSc1nnc(-c2cccs2)o1
    -8.0, -5.7, 0.1, -2.3, 1.02, -0.5, 0.891, 10.9
> CCCCNS(=O)(=O)CCNCc1ccc(OC)cc1
    -4.4, 13.8, -0.5, -1.1, 1.01, -0.8, x, x
> CC(C)(C)C(=O)Nc1cc(NC(=O)C(C)(C)C)cc(C(=O)Nc2c[nH]c(=O)[nH]c2=O)c1
    -5.6, -5.5, -10.1, 4.6, 0.954, -2.2, 0.826, 17.4
> Cn1nc(C(F)(F)F)c(-c2ccccc2)c1NC(=O)c1cccnc1
    3.9, -24.9, 0.9, 8.3, 0.917, -5.0, 1.05, -5.5
> COc1ccc(-n2cc(CNCc3cccnc3)c(-c3cccc(F)c3)n2)cc1
    -1.5, 8.7, -2.1, 1.7, 0.983, 4.1, 0.937, 6.3
> Cc1ccc(C(NC(=O)N2CCCC2)C(Cl)(Cl)Cl)cc1F (stereo not given)
    3.0, 10.1, -4.1, 3.8, 0.962, -5.5, 1.31, -31.2
> Cc1cccc(C)c1OCc1cc(C(=O)N(Cc2nccn2C)C(C)C)no1
    -4.5, -16.9, 27.1, -0.2, 1, -6.5, 1.38, -37.6
> CC(C)C(=O)Nc1ccc(C(=O)NNC(=O)CCCOc2ccc(Cl)cc2Cl)cc1
    14.8, -3.5, 5.9, 1.6, 0.984, -1.4, 1.11, -11.5
> COc1ccccc1CNCC(=O)Nc1cc(S(=O)(=O)N2CCCCC2)ccc1C
    -2.0, 13.5, -5.0, -10.5, 1.1, -3.6, 1.47, -47.2
> CC(=O)Nc1nc2c(s1)C(=O)NCC(C)(C)C2
    4.2, -8.8, -0.9, -4.5, 1.04, -2.1, 0.845, 15.5
> Nc1ccc(SC(F)(F)F)cc1
    1.8, -13.4, -1.6, -1.9, 1.02, 2.9, 0.971, 2.9
> O=C(O)c1ccc(S(=O)(=O)N2CCC(c3nc(-c4ccccc4Cl)no3)CC2)cc1
    -8.1, -7.7, -1.9, -1.1, 1.01, 0.3, 1.16, -15.5
> O=C(CCC(=O)N1CCOc2ccccc21)NCCCN1CCN(Cc2ccccc2)CC1
    -5.8, 7.4, 1.8, 1.9, 0.981, -0.7, 0.909, 9.1
> C=CCc1ccc(OC(=O)NC2CCCCC2)c(OC)c1
    -5.1, 6.7, -2.9, 5.0, 0.95, -0.3, 0.775, 22.5
> COc1ccc(-n2c(C)nnc2SCC(=O)NC2CC2)cc1
    -6.4, -19.1, -10.2, 0.3, 0.997, -4.1, 1.09, -8.7
> COc1cc(/C=C/C(=O)O)cc(S(=O)(=O)NCC2CCCO2)c1OC (stereo not given)
    0.8, 3.1, 1.4, -1.2, 1.01, 0.6, 1.1, -10.2
> COc1ccc(S(=O)(=O)N2CCCCC2)cc1NC(=O)CCCNC(=O)c1ccc(Cl)cc1
    2.5, -10.2, -18.2, -1.3, 1.01, 21.0, 0.871, 12.9
> Cc1ccccc1NC(=O)COC(=O)CCSc1ccccc1
    -7.8, -13.7, -2.2, 11.0, 0.89, 2.1, 1.02, -2.5
> O=C(NCc1cccc(F)c1)c1cccc2c1C(=O)c1ccc(N3CCCC3)cc1S2(=O)=O
    6.0, 6.1, -7.4, 17.6, 0.824, -2.6, 0.936, 6.4
> CCNC(=O)CN(CCc1ccccc1)S(=O)(=O)c1ccc(OC)cc1
    -5.0, -5.1, -7.4, -12.7, 1.13, 5.8, 0.956, 4.4
> COc1ccc(S(=O)(=O)N2CCOCC2)cc1OC
    -10.2, 13.7, 4.7, 4.6, 0.954, 2.4, 0.928, 7.2
> CN1CCN(C(CNC(=O)C(=O)NC2CCCCC2)c2ccc(F)cc2)CC1 (stereo not given)
    -3.9, -2.6, -2.4, 4.0, 0.96, -3.4, 0.816, 18.4
> CCOc1cc(/C=C2\SC(=S)N(Nc3ccccc3)C2=O)ccc1O
    5.2, -23.4, -1.4, 43.6*, 0.564, -5.4, 1.12, -12.5
> Cc1cc(O)c(C(=O)Cc2csc(C)n2)c(O)c1
    -0.8, 26.4, -6.7, -3.6, 1.04, -9.0, 1.02, -2.0
> O=C(NC1CCCCC1)C(c1ccc(F)cc1)N(C(=O)c1csnn1)C1CC1 (stereo not given)
    -0.9, -18.3, -10.4, 9.4, 0.906, -3.5, 0.93, 7.0
> CCOc1ccc(Cl)cc1CNCCCSc1nc(C)cc(C)n1
    -6.7, -0.1, 6.5, 1.4, 0.986, -4.1, 1.26, -26.3
> CCOc1ccc(NC(C)=O)cc1
    -8.5, 14.1, -0.8, 0.9, 0.991, -0.8, 0.997, 0.3

A section of the results above, as a working copy:
Screens in order: HKDC1 inh, PfGluPho inh, ATG4B inh, mIAP block, mIAP activ, APOBEC3A inh, hIAP act, hIAP inh
> Cc1cc(O)c(C(=O)Cc2csc(C)n2)c(O)c1
    -0.8, 26.4, -6.7, -3.6, 1.04, -9.0, 1.02, -2.0
> O=C(NC1CCCCC1)C(c1ccc(F)cc1)N(C(=O)c1csnn1)C1CC1 (stereo not given)
    -0.9, -18.3, -10.4, 9.4, 0.906, -3.5, 0.93, 7.0
> CCOc1ccc(Cl)cc1CNCCCSc1nc(C)cc(C)n1
    -6.7, -0.1, 6.5, 1.4, 0.986, -4.1, 1.26, -26.3
> CCOc1ccc(NC(C)=O)cc1
    -8.5, 14.1, -0.8, 0.9, 0.991, -0.8, 0.997, 0.3

Next section
Screens in order: HKDC1 inh, PfGluPho inh, ATG4B inh, mIAP block, mIAP activ, APOBEC3A inh, hIAP act, hIAP inh
> Cc1nc(SCC(=O)NCc2ccco2)nc(C)c1C
    -13.6, 0.3, -6.7, -0.9, 1.01, -3.1, 0.921, 7.9
> C=CCN(c1ccc(C(=O)NCCN2CCOCC2)cc1)S(C)(=O)=O
    -2.7, -1.4, -4.4, 0.3, 0.997, -3.0, 1.11, -11.0
> CCCn1c(NC(=O)c2ccco2)nc2ccccc21
    -0.7, 28.1, -2.8, 12.3, 0.877, -5.3, 1.13, -13.3
> COc1ccc(-c2nc(-c3ccc(NC(=O)c4ccc(Br)o4)cc3)no2)cc1OC
    4.9, 6.7, 0.1, 9.0, 0.91, 6.6, 0.86, 14.0
> C/C(=N\NC(=O)c1ccn(C)n1)c1ccc(NC(=O)c2cccc(F)c2)cc1
    0.3, -14.1, 2.3, 6.8, 0.932, -2.3, 1.08, -8.4
> Cc1ccc(NC(=O)COc2ccccc2)cc1S(=O)(=O)N1CCCCCC1
    -0.3, 8.3, -4.7, -20.4, 1.2, 4.7, 1.05, -5.3
> CCCC1=C(C(=O)OCC)C(c2ccc(OC)c(C)c2OC)C(C#N)=C(N)O1 (stereo not given)
    3.6, 0.8, -7.3, 4.1, 0.959, 0.4, 1.05, -5.0
> CN(C(=S)NC(=O)c1ccc(F)cc1)C1CCCCC1
    -9.2, -0.8, -0.7, 3.6, 0.964, -2.5, 0.968, 3.2
> O=C(c1ccoc1)N1CCCC(Nc2ccc(F)c(F)c2)C1 (stereo not given)
    -1.3, -0.3, -1.4, 8.1, 0.919, -0.3, 1.13, -12.6
> O=[N+]([O-])c1ccccc1Nc1c2ccccc2nc2ccccc12
    1.0, -5.4, -1.9, -0.5, 1, -5.6, 0.916, 8.4
> C[C@H](CO)N1C[C@H](C)[C@@H](CN(C)S(=O)(=O)c2ccccc2)Oc2ccc(NC(=O)C3CC3)cc2C1=O
    -4.5, 3.7, -2.3, -2.9, 1.03, 0.9, 1.32, -32.3
> O=C(CSc1ccc(-c2ccc(Cl)cc2)nn1)NC1CCCC1
    4.3, -3.1, 1.9, 5.0, 0.95, -2.0, 0.938, 6.2
> CCNCC(O)COCC(O)CNCC (stereo not given)
    -0.9, -7.1, -3.9, 5.1, 0.949, -2.2, 0.864, 13.6
> O=C(N=NC(=O)c1ccco1)c1ccc2c(O)n(N3C(=O)c4ccccc4C3=O)c(O)c2c1
    -10.8, 10.3, -1.0, 32.1, 0.679, -1.6, 1.58, -57.9
> Cc1cccc(NC(=O)CN(CC2CCCO2)C(=O)c2cc3ccccc3o2)c1C (stereo not given)
    -1.3, 8.4, -1.0, 4.9, 0.951, -0.7, 0.991, 0.9
> COc1ccc(-c2cccc(C(=O)Nc3ccccc3C)c2)cc1
    7.9, -19.7, -4.1, -1.7, 1.02, -3.4, 1.02, -2.5
> O=C(O)/C=C/C(=O)Nc1cccc2cccnc12
    -2.4, 2.5, -4.3, -4.3, 1.04, 0.7, 1.12, -11.8
> CCCCN(C(=O)c1cc2c(s1)CCCCC2)c1c(N)n(CC(C)C)c(=O)[nH]c1=O
    -6.5, -10.8, 5.7, 8.8, 0.912, 0.1, 1.16, -15.9
> COc1ccc(C)cc1-n1nnnc1SCC(=O)c1ccc2c(c1)OCCO2
    0.3, 8.3, -9.8, 4.1, 0.959, -0.5, 0.893, 10.7
> Cc1noc(C)c1COc1cccc(C(=O)OC(C)C(=O)Nc2ccc3c(c2)OCO3)c1 (stereo not given)
    -3.7, 7.9, -6.4, -8.6, 1.09, 5.7, 1.11, -10.9
> Cn1c(=O)[nH]c(=O)c2c1nc(SCC(O)CO)n2Cc1ccccc1Cl (stereo not given)
    -5.8, 0.1, -4.9, 4.7, 0.953, -1.1, 0.945, 5.5
> O=C(CSc1nnc(-c2ccc(Cl)cc2)o1)N1CCOCC1
    -5.0, -7.6, -2.6, -4.1, 1.04, -4.4, 1.05, -5.5
> CCCCN(CC)C(=O)Cn1ncc2c1-c1cc(C)ccc1OC2
    -14.7, -6.8, -5.8, 0.8, 0.992, -2.5, 0.962, 3.8
> Cc1ccc(S(=O)(=O)N2CCCOC2CNC(=O)C(=O)NCCN2CCOCC2)cc1 (stereo not given)
    -3.3, 0.1, -0.7, -1.8, 1.02, -0.6, 1, -0.1
> Oc1ccc(N=Nc2cccc(C(F)(F)F)c2)cc1C=Nc1ccc(N2CCOCC2)cc1
    -2.3, 5.3, 18.5, 8.2, 0.918, 3.0, 0.823, 17.7
> COc1cccc(C2C3=C(CC(C)(C)CC3=O)Nc3cc(OC)c(OC)cc32)c1 (stereo not given)
    -8.9, 2.5, -14.6, 4.6, 0.954, 2.6, 1.07, -7.3
> Cc1cnc(CNC(=O)c2ccc3oc(C(C)C)nc3c2)[nH]1
    -2.4, -8.6, 4.5, 2.5, 0.975, -1.7, 1.21, -21.0
> O=C1CCCCN1CC(=O)N1CCCC(N2CCN(c3ccccc3F)CC2)C1 (stereo not given)
    -2.5, -10.9, -8.0, -1.5, 1.01, -3.0, 0.817, 18.3
> COc1cc(-c2nc(-c3ccc4c(c3)-c3ccccc3S4(=O)=O)c(-c3ccccc3)[nH]2)cc(OC)c1OC
    5.7, -20.5, 3.8, 4.8, 0.952, -1.8, 1.13, -12.8
> N#Cc1ccccc1Cn1c(=O)n(CCCC(=O)NCc2ccc3c(c2)OCO3)c(=O)c2ccccc21
    7.3, 11.1, -0.5, -2.4, 1.02, 3.4, 1.06, -5.7
> C/C(=N\NC(=O)Cc1csc(N2CCOCC2)n1)c1ccc(Cl)c(Cl)c1
    5.9, -5.5, -5.8, 1.7, 0.983, 10.3, 0.92, 8.0
